Salmonella PhoP GFP – PhoP-dependent GFP reporter repression – Salmonella Typhimurium, primary screen (AID 1863); S. Typhimurium PhoP-regulated promoter GFP reporter, 4 h; higher % means a stronger effect; inhibition, % at 50 µM, or IC50 in µM where a hit was titrated; actives 0.16% (n = 300,000);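 active = inhibition over 29.93%, a cutoff 3 SD above the screen mean, later confirmed by dose response; inconclusive = inhibition over 29.93% but no dose response follow-up; inactive = inhibition at most 29.93% or unconfirmed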;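 note: 0% = low Mg2+ inducing control and 100% = high Mg2+ repressing control; strong numbers were not always called active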
human PMI inhibitors – human PMI inhibitors, high substrate, primary screen, biochemical, fluorescence intensity, high mannose 6-phosphate (AID 1220); recombinant PMI enzyme, coupled fluorescence intensity; higher % means a stronger effect; inhibition, % at 20 µM, or IC50 in µM where a hit was titrated; actives 0.66% (n = 190,000)
RSV CPE inhibition – inhibition of RSV-induced cytopathic effect – HEp-2 cells, primary 10 µM value included (AID 2391). CPE inhibition, % at 10 µM; hits with a dose series show IC50 in µM. HEp-2 cells, RSV-induced CPE inhibition; higher % means a stronger effect. actives 0.13% (n = 310,000); in the data active = a potency from the dose series; inconclusive = CPE inhibition mostly from about 23% at the one dose, without a potency; inactive = the rest, 99 in 100 with CPE inhibition below about 21%; note: strong numbers were not always called active
West Nile antiviral – inhibition of WNV-induced cytopathic effect – cell-based, CPE readout (AID 1621). actives 0.02% (n = 290,000). CPE inhibition, % at 10 µM; hits with a dose series show IC50 in µM. West Nile virus-infected cells, CPE inhibition; higher % means a stronger effect; in the data active = a potency from the dose series; inconclusive = CPE inhibition mostly from about 3.7% at the one dose, without a potency; inactive = the rest, 99 in 100 with CPE inhibition below about 2.2%; note: strong numbers were not always called active
TNAP activators – human TNAP enzyme activators, primary screen, biochemical, luminescent, no phosphate acceptor, uHTS (AID 1001); purified TNAP, luminescent activation assay, no phosphate acceptor; higher activation fold means a stronger effect; activation fold at 20 µM; hits with a dose series show EC50 in µM; actives 0.03% (n = 200,000); in the data active = activation fold from about 3, or a potency from the dose series; inactive = the rest, 99 in 100 with activation fold below about 1.6; note: many of its hits are not listed in these tables
Ins promoter up – MIN6 insulin promoter up-regulation | actives 0.3% (n = 190,000) | MIN6 insulin promoter-GFP reporter, high-content imaging; hits give high values | AID 1625 | z-score at 5 µM;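 active = z-score above 3 at 5 µM with at least 500 cells counted in the well; inconclusive = wells under 500 cells, flagged as cytotoxic or low count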
PMI inhibitors – MPI enzyme activity inhibition – biochemical, fluorescence intensity, coupled assay, primary screen (AID 1209); purified PMI enzyme, coupled fluorescence intensity; higher % means a stronger effect; inhibition, % at 20 µM, or IC50 in µM where a hit was titrated; actives 0.42% (n = 190,000);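 note: plate controls were DMSO vehicle for no effect and wells lacking substrate for full effect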
Large T inhibition – SV40 large T antigen inhibitors, biochemical (AID 1903). SV40 large T antigen ATPase/helicase inhibition assay; higher % means a stronger effect. inhibition, % at 20 µM, or IC50 in µM where a hit was titrated. actives 0.39% (n = 310,000); in the data active = a potency from the dose series; inconclusive = inhibition mostly from about 32% at the one dose, without a potency; inactive = the rest, 99 in 100 with inhibition below about 32%; note: strong numbers were not always called active
CSM14.1 death rescue – rescue of cells from ER stress-induced death, primary screen, 384-well, CSM14.1, thapsigargin, ATP luminescence (AID 1222); CSM14.1 thapsigargin-induced death rescue, ATP luminescence; higher % means a stronger effect; cellular ATP content (survival), % at 20 µM, or EC50 in µM where a hit was titrated; 190,000 tested, under 10 active;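 active = EC50 below 50 µM in the dose-response confirmation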;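 note: death triggered by thapsigargin at about 15 µM added after 2 h compound pretreatment; cell ATP read after overnight thapsigargin exposure of roughly 18 to 22 hours; normalized against plate controls of thapsigargin alone and 5% DMSO vehicle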
Ins promoter up cell count – further read-out of Ins promoter up, marked with its call; cell count; measured here: cytotoxicity, nuclei count;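 total cells summed across four imaged fields per well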
Starred values were filed as active, the others as inactive; ? = inconclusive; . = no result given. Cut-off read from the data, not from the text of the source, unless noted: active = inhibition above about 50%; inactive = the rest.

Order of results: Salmonella PhoP GFP	human PMI inhibitors	RSV CPE inhibition	West Nile antiviral	TNAP activators	Ins promoter up	Ins promoter up cell count	PMI inhibitors	Large T inhibition	CSM14.1 death rescue
O=[N+]([O-])c1ccc2c(c1)S(=O)c1ccccc1-2 (centres undefined)
  -9%	.	?	-0.1%	.	-0.25	1133	.	14%	.
Cc1ccccc1CNC1CCCCC1
  -1%	-5%	0.4%	-0.5%	1.1	-0.44	1308	-1%	2%	-0.6%
Cc1cccnc1NC1OC(=O)c2ccccc21 (centres undefined)
  16%	-2%	1.9%	-0.1%	1	0.11	901	2%	11%	-0.4%
Cc1ccc(S(=O)(=O)Cc2cccc(C(=O)N3CCOCC3)c2)cc1
  12%	-8%	-1.0%	0.2%	1	0.24	1128	-6%	-5%	.
Cc1ccc(-c2c[n+](CC(=O)Nc3nc(-c4ccc(F)cc4)cs3)c3n2CCC3)cc1
  68µM*	-4%	6.7%	0.1%	1.2	0.84	1436	-4%	17%	3.3%
CCC(C)NC(=O)c1cc2cc3ccc(OC)cc3nc2s1 (centres undefined)
  -1%	-9%	11µM*	0.8%	1	-0.16	835	-6%	-4%	-1.3%
Cn1ccnc1SCCNC(=O)CCc1nnc(CCc2ccccc2)o1
  2%	9%	-0.4%	-0.1%	1.1	-0.19	1414	14%	3%	-0.3%
CCOc1cccc2sc(N(CCN(CC)CC)C(=O)c3ccc(S(=O)(=O)N4CCCCC4)cc3)nc12
  3%	5%	1.5%	0.1%	1	-1.1	1658	-1%	6%	-3.1%
Cc1ccc2[nH]c(=O)c(CN(CC3CCCO3)C(=S)NCc3ccco3)cc2c1 (centres undefined)
  3%	1%	2.8%	-0.2%	1.1	0.95	1396	18%	19%	0.1%
c1ccc2sc(-c3ccc4c(c3)OCO4)nc2c1
  1%	3%	15%	-0.2%	1.1	0.15	1157	2%	-8%	-3.2%
CN(C)c1ccc(C2Nc3ccccc3C(=O)N2NS(C)(=O)=O)cc1 (centres undefined)
  4%	.	0.6%	-0.1%	.	.	.	.	4%	.
CC1S/C(=N/N=C2CCCCC2)NC1=O (centres undefined)
  -13%	10%	1.3%	0.4%	1	1.6	1426	19%	9%	3.2%
Nc1ccccc1C#Cc1ccc2[nH]ccc2c1
  1%	.	13%	-0.2%	.	.	.	.	24%	.
CS(=O)(=O)c1ccc(-c2cccc(NC(=O)COc3ccccc3)c2)nn1
  3%	.	0.2%	1.1%	.	.	.	.	6%	.
CCOC(=O)NC(NCc1cccc(C(F)(F)F)c1)(C(F)(F)F)C(F)(F)F
  -35%	-13%	0.8%	0.2%	1.4	0.07	1471	-3%	5%	1.2%
Cn1c(C(C(=O)NCC2CCCO2)N(C(=O)Cn2nnc3ccccc32)C2CCCCC2)nc2ccccc21 (centres undefined)
  -2%	-2%	-0.4%	-0.6%	1	.	.	6%	4%	-1.2%
O=C(NCc1ccccc1)C1=C[C@H](C2CC2)C[C@H](OCCCCO)O1
  -4%	4%	3.2%	-0.5%	1	.	.	1%	5%	-1.4%
COCCc1nnc(NC(=O)C(C)C)s1
  -2%	.	2.2%	0.2%	.	-0.25	991	.	6%	.
Cc1ccc(Oc2nc(CN3CCOCC3)nc3sc4c(c23)CCC(C)C4)cc1 (centres undefined)
  -9%	13%	-0.9%	-1.0%	1.1	-0.9	1283	17%	6%	1.4%
Cc1nc(CSc2ccccc2)cc(=O)[nH]1
  -3%	0%	0.5%	-0.1%	1	0.06	1242	-4%	15%	.
COC(=O)/C(=C\Nc1ccccc1N)c1ncc(C(F)(F)F)cc1Cl
  -10%	7%	1.3%	-0.2%	1	.	.	9%	5%	-1.9%
CCN(CC)CCNC(=O)c1cccc(NC(=O)C(=O)c2cc(Br)ccc2NC(C)=O)c1
  -12%	3%	-0.6%	-0.4%	1	-2	1353	6%	1%	.
COc1ccc(CCn2c(N)c(C#N)c3nc4ccccc4nc32)cc1OC
  -6%	34%	2.1%	0.3%	1.1	0.27	1272	36%	-16%	-0.3%
Cc1ccc(NC(=O)CCN2CCc3ccccc3C2)cc1
  34%	5%	-0.7%	-0.3%	1.1	.	.	4%	0%	-1.4%
CCOC(=O)c1cc(-c2ccc(N3CCOCC3)cc2)nn1-c1ccccc1
  -3%	13%	1.3%	-0.8%	1	-0.28	1484	19%	12%	0.7%
O=C(c1ccc(Br)cc1)N1CCCC(c2nc(-c3cccs3)no2)C1 (centres undefined)
  2%	6%	-2.6%	-1.4%	0.9	-0.14	1613	11%	25%	3.4%
Cc1ccc(C(C)C)c(OCCCn2ccnc2C)c1
  -5%	.	4.6%	-1.4%	.	.	.	.	9%	.
O=C(N/N=C\c1c[nH]c2ccccc12)c1ccc(O)cc1
  5%	.	1.7%	-0.5%	.	.	.	.	18%	.
O=[N+]([O-])c1cccc(NC(=S)N2CCN(c3ccccn3)CC2)c1
  -6%	.	0.0%	-0.6%	.	.	.	.	12%	.
COC(=O)Cn1c(-c2ccc(OC)cc2)c(-c2ccc(OC)cc2)nnc1=O
  1%	.	0.5%	-0.1%	.	.	.	.	7%	.
O=C1NC(c2ccc(Br)cc2)=N/C1=C/c1ccco1
  -1%	30%	2.4%	-0.6%	0.9	-0.28	1433	11%	20%	-2.0%
CC(OC(=O)c1ccc(F)cc1)C(=O)Nc1nc(-c2cccc([N+](=O)[O-])c2)cs1 (centres undefined)
  6%	7%	3.9%	-0.6%	1	-0.46	1448	18%	-4%	-1.6%
Cc1cc(C)c(C(=O)c2ccc(C(=O)NC(C)(C)C)cc2)c(C)c1
  -6%	2%	1.1%	0.1%	1	0.9	884	11%	14%	4.0%
NC(=S)Nc1nc2ccccc2[nH]c1=O
  28%	6%	7.7%	.	0.3	.	.	15%	15%	0.2%
C=CCn1c(SCc2n[nH]c(=S)n2-c2ccccc2)nnc1-c1ccccc1
  -5%	.	1.4%	0.5%	.	0.06	1048	.	20%	.
O=C(CC1CCCCC1)Nc1c2c(nn1-c1ccc(F)cc1)CS(=O)(=O)C2
  3%	-4%	0.6%	-0.1%	1.1	-0.08	1548	4%	8%	-2.4%
CCn1c(SCc2ccc(C#N)cc2)nnc1-c1cccc(Cl)c1
  7%	2%	14%	-0.8%	1.1	-0.71	1158	-1%	8%	-2.0%
COc1ccc(CCNC(=O)N[C@@H](Cc2ccccc2)C(=O)O)cc1
  -5%	.	2.1%	0.2%	.	.	.	.	-3%	.
O=C(COC(=O)c1cc(=O)[nH]c2ccccc12)Nc1cccc(S(=O)(=O)N2CCOCC2)c1
  7%	.	-0.3%	0.0%	.	-0.12	930	.	7%	.
CCN(CC)c1ccc(/C=N/NC(=O)OC(C)(C)C)cc1
  -8%	.	2.8%	0.2%	.	-0.09	1117	.	16%	.
CCC(=O)N1CCc2cc(S(=O)(=O)CCC(=O)NCCc3ccc(OC)c(OC)c3)ccc21
  -2%	16%	0.7%	-0.6%	1	0.1	1567	13%	17%	-2.0%
COc1cc(OC)cc(C(=O)N[C@H](C(=O)NCc2ccccc2)C(C)C)c1
  -2%	.	-1.0%	-0.6%	.	.	.	.	4%	.
O=c1ccn(-c2cccc(C(F)(F)F)c2)nc1-c1ccn(-c2ccccc2)n1
  -1%	11%	-1.2%	-0.4%	1.1	0.96	1907	8%	4%	1.3%
CCN(CC)S(=O)(=O)c1cccc(S(=O)(=O)c2cccc(S(=O)(=O)N(CC)CC)c2)c1
  .	14%	10%	2.6%	1.1	-4.8	880	10%	.	1.5%
Cc1ccc(NC(=O)CN2C(=O)S/C(=C\C(=O)Nc3ccc(Cl)cc3)C2=O)cc1
  15%	6%	1.8%	-0.6%	1	-0.25	1158	2%	2%	-1.6%
CC(=O)c1ccc(NC(=O)CN2CCC(C(=O)c3ccc4c(c3)OCCO4)CC2)cc1
  -4%	.	1.0%	-0.5%	.	.	.	.	5%	.
CCOc1ccccc1NC(=O)CSc1nnc(CNC(=O)c2cccs2)o1
  -3%	.	2.1%	0.2%	.	.	.	.	7%	.
COC(=O)c1sc(C(F)(F)F)c(-c2ccccc2)c1S(=O)(=O)N1CCCC1
  -7%	.	1.6%	-0.2%	.	.	.	.	7%	.
COc1ccc(CC(=O)Nc2ccccc2N2CCOCC2)cc1OC
  -2%	-2%	2.5%	-0.3%	1.1	0.92	1307	-1%	11%	1.1%
Cc1ccc(S(=O)(=O)NCCN2CCNC2=O)cc1
  -8%	.	1.2%	0.3%	.	0.4	1439	.	7%	.

Part of the list above, reformatted.
O=c1ccn(-c2cccc(C(F)(F)F)c2)nc1-c1ccn(-c2ccccc2)n1
  Salmonella PhoP GFP: -1%	human PMI inhibitors: 11%	RSV CPE inhibition: -1.2%	West Nile antiviral: -0.4%	TNAP activators: 1.1	Ins promoter up: 0.96	Ins promoter up cell count: 1907	PMI inhibitors: 8%	Large T inhibition: 4%	CSM14.1 death rescue: 1.3%

Cc1ccc(NC(=O)CN2C(=O)S/C(=C\C(=O)Nc3ccc(Cl)cc3)C2=O)cc1
  Salmonella PhoP GFP: 15%	human PMI inhibitors: 6%	RSV CPE inhibition: 1.8%	West Nile antiviral: -0.6%	TNAP activators: 1	Ins promoter up: -0.25	Ins promoter up cell count: 1158	PMI inhibitors: 2%	Large T inhibition: 2%	CSM14.1 death rescue: -1.6%

More records follow:
Order of results: Salmonella PhoP GFP	human PMI inhibitors	RSV CPE inhibition	West Nile antiviral	TNAP activators	Ins promoter up	Ins promoter up cell count	PMI inhibitors	Large T inhibition	CSM14.1 death rescue
CN(C)S(=O)(=O)c1cccc(NC(=S)Nc2ccc3cn[nH]c3c2)c1
  -7%	47%	2.4%	0.6%	1.1	0.09	1227	44%	34%	1.8%
Cc1cccc2sc(NC(=O)[C@@H]3CCCN3C(=O)c3cccs3)nc12
  17%	-5%	3.5%	-0.7%	1	-0.18	1414	3%	6%	0.8%
NC(=O)Cc1ccc(C(=O)c2ccc(F)cc2)s1
  7%	-6%	1.8%	-0.1%	1.1	-0.41	1350	-7%	9%	-9.7%
COc1cccc(NC(=O)CSc2c3c(nc4ccccc24)CCCC3)c1
  3%	10%	2.3%	0.6%	1.1	-0.36	1263	21%	6%	5.3%
CCCCNC(=O)/C(C#N)=C/c1ccc(C(=O)OC)cc1
  -3%	-5%	1.1%	0.1%	1	0.4	1266	-12%	2%	4.4%
O=C(CCC(=O)Nc1ccccc1)N/N=C/c1ccco1
  -2%	-7%	1.6%	0.7%	1.1	.	.	-6%	3%	-2.7%
Cc1cc(C)n2nc(C(=O)NCc3ccco3)cc2n1
  6%	10%	0.9%	-0.2%	1.1	-0.1	1576	4%	11%	1.9%
CC(=O)c1ccc(Oc2ccc(C(C)=O)cc2)cc1
  1%	6%	1.0%	0.2%	1.1	0.92	1528	13%	13%	-0.4%
COC(=O)c1ccc(COc2ccccc2/C=C(\C#N)C(=O)Nc2ccc(C)cc2C)cc1
  -5%	-5%	1.5%	0.3%	1.1	0.13	1087	5%	1%	-2.6%
O=C(NNC(=O)c1cc2ccccc2oc1=O)c1ccccc1
  -4%	.	0.8%	0.0%	.	.	.	.	7%	.

Bioassay records: PubChem BioAssay, several laboratories

An unsorted share of the library; overall some 1.5% were active at least once.
